S2 tox = reduces viability in counter-screen for ATXN expression inhibitors. S2 cells (HEK-293 line with an ATXN2-luciferase reporter) viability, CellTiter-Fluor protease fluorescence, 24 h. Potency, µM (titrated, usually from 56.7 µM), actives largely listed as cytotoxic. 400,000 compounds, 0.49% hits. AID 651635; note: potency is the fitted concentration of half-maximal effect; nearly all actives have a fitted effect of over 40% in size
IL-2 act = activators of IL-2 | AID 652025 | activation, % (series mostly up to about 46 µM) | 360,000 compounds, 0.065% hits | IL-2 activation reporter assay, cell-based qHTS; stimulated with anti-CD3/CD4/CD28 beads; in transgenic mouse T cells; in the data active = activation above about 50%; inconclusive = mostly about 30% to 49%; note: 0% is about no effect
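First, unstimulated transgenic mouse T cells were exposed to compound for 60 min. Next, anti-CD3/anti-CD4-coated beads with anti-CD28 were added. Finally, after 18 h at 37 degrees C, EGFP and DsRed were imaged.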
ATXN2 expr inh = reduces ATXN2 reporter expression in HEK-293 cells; 360,000 compounds, 0.72% hits; HEK-293 ATXN2-luciferase reporter, luminescence, 24 h; Potency, µM (top dose mostly 57 µM), for the others: at the highest dose activity change, negative = inhibition, actives largely listed as inhibitors; AID 1745845; note: potency is the fitted concentration of half-maximal effect; % is set by controls: 0 for no effect and ±100 for the full control effect; nearly all actives have a fitted effect of over 55% in size
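qHTS (up to 57 uM final) was run with 24 h compound exposure of reporter cells at 37 °C. Each well was multiplexed: SteadyGlo luminescence measured ATXN2-luciferase expression after a fluorogenic Gly-Phe-AFC viability readout (25 uM final).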
EPAC2 ag = agonists of human EPAC2 (RAPGEF4); Potency, µM (series often up to 154 µM), for inactives: at the highest dose activation, usual class: activators; 360,000 compounds, 0.079% hits; EPAC2 activation, biochemical qHTS; response scale: 100% = 6.5 mM cAMP response; note: potency is the fitted concentration of half-maximal effect; nearly all actives have a fitted effect of over 50% in size
Target sequence (Q8WZA2 whole entry, looked up): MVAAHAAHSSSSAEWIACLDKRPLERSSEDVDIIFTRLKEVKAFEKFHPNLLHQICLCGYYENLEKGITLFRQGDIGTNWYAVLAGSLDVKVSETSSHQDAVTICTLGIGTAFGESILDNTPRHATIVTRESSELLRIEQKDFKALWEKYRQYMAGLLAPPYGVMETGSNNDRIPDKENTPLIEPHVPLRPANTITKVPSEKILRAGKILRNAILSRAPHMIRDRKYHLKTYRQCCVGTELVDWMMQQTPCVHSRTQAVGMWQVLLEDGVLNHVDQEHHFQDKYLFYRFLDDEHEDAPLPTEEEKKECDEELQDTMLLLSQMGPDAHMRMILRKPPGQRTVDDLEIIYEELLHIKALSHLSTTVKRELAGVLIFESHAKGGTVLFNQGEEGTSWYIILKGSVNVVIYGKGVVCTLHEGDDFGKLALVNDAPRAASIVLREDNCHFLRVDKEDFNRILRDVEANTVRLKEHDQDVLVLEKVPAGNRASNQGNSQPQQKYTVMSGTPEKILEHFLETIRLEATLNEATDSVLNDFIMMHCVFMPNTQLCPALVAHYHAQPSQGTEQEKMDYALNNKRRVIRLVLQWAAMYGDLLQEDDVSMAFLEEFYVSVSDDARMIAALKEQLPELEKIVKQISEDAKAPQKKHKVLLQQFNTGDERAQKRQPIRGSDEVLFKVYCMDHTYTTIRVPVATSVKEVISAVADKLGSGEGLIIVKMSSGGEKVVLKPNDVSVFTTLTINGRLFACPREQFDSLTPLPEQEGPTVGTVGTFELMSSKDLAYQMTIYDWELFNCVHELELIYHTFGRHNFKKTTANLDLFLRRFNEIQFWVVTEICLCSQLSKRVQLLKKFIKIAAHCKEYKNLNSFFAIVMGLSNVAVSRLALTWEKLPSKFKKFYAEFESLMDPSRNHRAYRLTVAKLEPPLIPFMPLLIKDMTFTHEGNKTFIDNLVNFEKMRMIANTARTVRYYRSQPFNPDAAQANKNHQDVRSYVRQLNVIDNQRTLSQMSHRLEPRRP
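Readout is BODIPY fluorescence (480 nm excitation, 540 nm emission), which falls as labeled GDP is exchanged off Rap1B. EPAC2 at 100 nM acted on 250 nM RAP1B-BODIPY-GDP with 50 uM GDP present.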
TGFb inhibitor = TGF-b pathway inhibition. HepG2 CAGA-GFP TGF-b/SMAD3 reporter, GFP fluorescence, 18 h; TGF-beta stimulated, 500 pg/mL final. Potency, µM (doses to about 46.1 µM), inactives show top-dose activity, negative = inhibition, actives largely listed as inhibitors. 410,000 compounds, 1.2% hits; note: potency is the fitted concentration of half-maximal effect; % is set by controls: 0 for no effect and ±100 for the full control effect; nearly all actives have a fitted effect of over 65% in size
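Read-out: total well GFP (ex488/em500-530) summed from mean per-cell fluorescence. Cells: HEPG2 CAGA-GFP, 1% FBS DMEM, 18 h at 37 degrees C with 500 pg/mL final TGF-beta. Unstimulated wells served as the full-inhibition control; stimulated DMSO wells = 0%.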
Nrf2 activator = Nrf2 pathway activation. Potency, µM (titrated, usually from 46.1 µM), for inactives: top-dose activation, most hits filed as activators. 410,000 compounds, 0.31% hits. AREc32 ARE-luciferase reporter (MCF7-derived line), luminescence, 24 h; note: potency is the fitted concentration of half-maximal effect; % of control where 0% means no effect; nearly all actives have a fitted effect of over 65% in size
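Reporter line AREc32 (ARE-Fluc), seeded overnight in OPTI-MEM with 5% FBS; compound pin-transferred, 24 hr at 37 deg C, 5% CO2; luminescent read-out.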
Nrf2 block = Nrf2 pathway inhibition | 360,000 compounds, 2.1% hits | Potency, µM (titrated, usually from 46 µM), for the others: top-dose activity change, negative = inhibition, hits mostly inhibitors | A549 ARE-Fluc reporter, luciferase luminescence, 18-24 h | AID 504444; note: potency is the fitted concentration of half-maximal effect; % is set by controls: 0 for no effect and ±100 for the full control effect; nearly all actives have a fitted effect of over 60% in size
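Reporter: ARE-Fluc in A549. Exposure: 18-24 h, 37 °C, 5% CO2, 5% FBS OPTI-MEM. Readouts: fluorescent cytotoxicity (CellTiter-Fluor), then luminescent Nrf2 signal after BugLite.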
A549 viability = kills or reduces viability of A549 cells in Nrf2 counter-screen; 390,000 compounds, 0.16% hits; Potency, µM (top dose mostly 46 µM), inactives show top-dose activity change, negative = cytotoxicity, most hits filed as inhibitors; AID 504648; A549 ARE-Fluc cells, CellTiter-Fluor viability, 18-24 h; note: potency is the fitted concentration of half-maximal effect; % is set by controls: 0 for no effect and ±100 for the full control effect
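A549 ARE-Fluc cells in 5% FBS OPTI-MEM, 5000 cells/well, rested 2 h then exposed to compounds in concentration-response for 18-24 h at 37 °C. Viability by CellTiter-Fluor fluorescence (Ex 405/Em 525) after 30 min; luciferase luminescence (BugLite, 15 min, RT) read afterwards.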
HepG2 tox = kills HepG2 cells in TGF-b inhibitor counter-screen. AID 588856. 410,000 compounds, 0.76% hits. HepG2 CAGA-GFP viability, ATP luminescence, 18 h. Potency, µM (doses to about 46.1 µM), inactives show at the highest dose activity change, negative = cytotoxicity, actives largely listed as cytotoxic; note: potency is the fitted concentration of half-maximal effect; some results filed as inactive show a strong effect at the top dose
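HepG2 CAGA-GFP cells (1000/well, DMEM with 1% FBS) received compound, then TGF-beta at 500 pg/mL final, and were incubated 18 hours at 37 degrees C. Viability was read by CellTiter-Glo luminescence. Media-only wells were set as complete cell-killing and DMSO as no toxicity.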
Numbers without * were called inactive; i = inactive; ? = inconclusive; . = no result given; [ ] = remark or other dose. Unless noted, calls come from the whole dose curve; as a rule, active = well fitted curve in the direction sought with a large enough effect; inconclusive = small, poorly fitted or top-dose-only effect, or another doubt; inactive = no such curve, though single readings can be large; an effect the other way counts as inactive or inconclusive. An unsorted share of the library; overall some 4.3% were active at least once.

SMILES	S2 tox	IL-2 act	ATXN2 expr inh	EPAC2 ag	TGFb inhibitor	Nrf2 activator	Nrf2 block	A549 viability	HepG2 tox
CCC(C)N1CCC2(CC1)N=c1c(c3c4c5c(C)c(O)c3c(O)c1=NC(=O)C(C)=CC=C[C@H](C)[C@H](O)[C@@H](C)[C@@H](O)[C@@H](C)[C@H](OC(C)=O)[C@H](C)[C@@H](OC)C=CO[C@@](C)(O5)C4=O)N2 (stereo partly drawn)	.	-0.5	-10.8%	-6.3%	-12.3%	-1.2%	8.2µM*	?	-25.2%
CC1CCCCC1NC(=O)COC(=O)c1ccc2c(c1)NC(=O)CS2 (stereo not drawn)	i	1.8	4.9%	-17.8%	-0.5%	-0.5%	-3.6%	3.9%	-5.6%
O=C(C1CCC1)N1CCN(S(=O)(=O)c2ccc([N+](=O)[O-])cc2)CC1	i	0.2	7.0%	4.7%	-1.4%	-0.3%	18.9%	4.3%	1.1%
c1csc(CNc2nc(NCC3CCCCC3)c3sccc3n2)c1	?	-0.7	?	13.3%	?	0.3%[9.22 µM]	.	.	-109.4%
CCOC(=O)N1CCN(C(=S)Nc2ccc(C)cc2)CC1	i	-0.6	6.8%	2.7%	1.3%	-1.0%	3.8%	7.3%	2.3%
COCCCNCCOCCOc1ccccc1-c1ccccc1	i	-6.3	-7.5%	0.0%	-8.7%	-0.2%	-3.3%	-2.0%	-13.5%
COCCNc1ccc(-c2nc(-c3ccco3)no2)cc1[N+](=O)[O-]	i	.	38.4%[activator]	.	-7.6%	?	-4.8%	-0.3%	-8.2%
CC(C)OC(=O)c1ccc(N2CCN(c3ccc(F)cc3)CC2)nc1	?	-0.8	.	-0.7%	-18.5%	0.1%	-10.2%	0.5%	-23.1%
O=C(O)[C@H]1CCCN1C(=O)c1ccccc1N1C(=O)[C@@H]2Cc3c([nH]c4ccccc34)C(c3cccc(Cl)c3)N2C1=O (stereo partly drawn)	i	0.7	7.4%	-3.1%	-3.5%	1.1%	10.0%	-0.2%	-15.4%
CCOc1ccc(NC(=O)Cn2c(C)cc3ccccc3c2=O)cc1	i	.	7.6%	.	-3.1%	-0.6%	4.7%[9.27 µM]	-1.4%	-26.2%
Cc1cc(CNC(=O)CC2C(=O)NCCN2CC(c2ccccc2)c2ccccc2)on1 (stereo not drawn)	i	0.7	-14.2%[11.3 µM]	21.8%	10.3%	2.5%	-12.7%	5.1%	-2.0%
Cn1cc(S(=O)(=O)N2CCCC2)cc1C(=O)NCc1ccc(F)cc1	i	0.4	-2.9%	26.5%	?	-0.8%	-5.4%	12.9%	-41.7%
COc1ccc(NS(=O)(=O)c2cc(NC(=O)CCc3ccccc3)ccc2N2CCOCC2)cc1	?	-1.3	-15.9%	12.4%	4.2%	-0.3%	-11.0%	1.2%	-5.1%
CC(=O)Nc1cccc(NC(=O)CSc2nnnn2C(C)C)c1	i	-1.9	1.7%	-1.2%	-7.6%	-0.8%	10.7%	-0.9%	-2.4%
CSCC[C@H](NC(=O)N1CCn2c1nc1ccccc12)C(=O)N1CCCCC1	i	-0.4	3.0%	6.2%	2.8%	-0.9%	-12.1%	-13.5%	1.2%
CN(C)c1nc(N)nc(-c2nc3ccccc3s2)n1	i	-2.5	25.8%	13.2%	-19.8%	11.4%	?	-2.4%	-23.2%
NC(c1ccccc1)c1csc(Nc2ccccn2)n1 (stereo not drawn)	?	0.0	?	8.0%	?	8.7%	.	.	-37.6%
Cc1cc(NC(=O)C(=O)NCCN2CCN(C(=O)c3cccs3)CC2)ccc1Br	i	1.6	-12.1%	0.3%	2.4%	0.1%	-1.5%	0.8%	10.6%
Cc1oc(-c2ccc(C(=O)NCCC(C)C)cc2)nc1CS(=O)(=O)c1ccccc1	i	.	-10.0%	.	16.6%	-0.2%	-18.7%	5.9%	-80.2%
CCNC(=S)SCCOc1ccccc1C	i	-0.3	-13.0%	14.7%	-12.7%	4.4%	2.0%	14.4%	-17.0%
COCCN(C(=O)CSc1nnc(-c2ccc(F)cc2)n1N)c1c(N)n(CC(C)C)c(=O)[nH]c1=O	i	-0.7	.	1.2%	2.0%	-0.4%	.	.	8.5%
O=C(CCN1CCN(c2ccccc2)CC1)Nc1ccccc1	i	0.1	-6.7%	8.8%	13.1%	-0.2%	?	7.5%	8.2%
Cn1c(=O)[nH]c(=O)c2c1nc(CN1CCN(c3ccccc3F)CC1)n2CC(N)=O	i	-1.2	2.5%	0.8%	-1.4%	-0.8%	9.6%	-0.4%	2.1%
COc1ccc(C2(C)NC(=O)N(CC(=O)Nc3ccc(C)cc3Br)C2=O)cc1OC (stereo not drawn)	i	0.2	-2.0%	11.0%	1.4%	3.1%	-20.3%	-0.2%	0.0%
CCCc1nc2nc(C)c(NS(=O)(=O)c3ccc([N+](=O)[O-])cc3)c(=O)n2[nH]1	i	0.2	3.5%	-4.7%	3.3%	-0.1%	6.0%	2.9%	-3.3%
CN(C)S(=O)(=O)c1cccc(C(=O)Nc2cc3c(cc2C(=O)O)OCCCO3)c1	i	-2.9	9.5%	-0.4%	1.1%	-0.3%	10.6%	-1.1%	-2.9%
CCOC(=O)C1CCCCN1C(=O)CCn1nnnc1CN1CCOCC1 (stereo not drawn)	i	0.6	0.8%	4.4%	7.7%	-0.7%	-1.5%	4.7%	11.4%
COc1cc(/C=N/Nc2ccc(Cl)c(C(=O)O)c2)ccc1OC(=O)c1cccs1	i	-1.4	7.6%	-4.2%	-38.2%	3.3%	?	-6.3%	8.9%
CN(/N=C/c1ccc2c(c1)OCO2)c1ccccc1	i	-1.0	78.7%[activator]	0.6%	-17.6%	3.4%	?	-12.0%	-6.0%
CCOc1ccc(N(CC)S(=O)(=O)N2CCCC(C(=O)Nc3ccc(C(C)=O)cc3)C2)cc1 (stereo not drawn)	.	.	.	.	-13.9%	3.0%	?	-4.2%	-31.2%

Only IL-2 act, Nrf2 activator and ATXN2 expr inh (two entries from above):
smiles,IL-2 act,Nrf2 activator,ATXN2 expr inh
O=C(CCN1CCN(c2ccccc2)CC1)Nc1ccccc1,0.1,-0.2%,-6.7%
Cn1c(=O)[nH]c(=O)c2c1nc(CN1CCN(c3ccccc3F)CC1)n2CC(N)=O,-1.2,-0.8%,2.5%

(listing goes on)
SMILES	S2 tox	IL-2 act	ATXN2 expr inh	EPAC2 ag	TGFb inhibitor	Nrf2 activator	Nrf2 block	A549 viability	HepG2 tox
CO/N=C/c1c(C(=O)OC)nn(-c2ccccc2)c1Cl	i	-1.0	.	3.4%	-7.9%	4.3%	0.1%	1.7%	1.7%
O=C1c2ccccc2C(Nc2ccc(S(=O)(=O)N3CCCCCC3)cc2)N1c1ccccn1 (stereo not drawn)	i	-2.9	-2.0%	-5.1%	0.2%	-1.0%	11.6%	3.9%	1.4%
COc1cc(C(=O)NNC2=NC(C)(C)Cc3cc(C)c(C)cc32)cc(OC)c1OC	i	-1.5	-19.0%	-2.5%	-5.0%	1.7%	-5.7%	-5.2%	2.3%
O=S1(=O)CC(O)C(NCc2ccco2)C1 (stereo not drawn)	i	-2.6	-7.3%	8.3%	-17.1%	0.3%	6.6%	-5.9%	2.7%
CC1(C)O[C@@H]2[C@H](O1)[C@@H](COS(=O)(=O)O)O[C@H]2n1c(=S)[nH]c2c(=O)[nH]c(N)nc21	i	-1.2	8.6%	-3.9%	-16.3%	-0.1%	7.8%	-1.0%	-2.1%
COc1ccc(S(=O)(=O)N(Cc2nc(-c3ccc(C)cc3)no2)C2CCCCC2)cc1	.	.	.	.	?	4.6%	7.2%	10.9%	-26.2%
COc1ccccc1CN(C)C(=O)c1cccc(S(=O)(=O)N2CCc3ccccc3C2)c1	?	-2.9	?	5.8%	?	-0.2%	-14.8%	-2.3%	-1.2%
COc1ccc(-c2nc(N)ncc2-c2csc(C)n2)c(O)c1	i	-3.0	17.2%	7.5%	-1.6%	2.1%	29.3%	1.3%	-17.2%
O=C1[C@H]2[C@@H](c3ccccc3)N[C@]3(CCCN(Cc4ccco4)C3=O)[C@H]2C(=O)N1Cc1ccccc1	i	0.3	-8.1%	-0.7%	-2.6%	-1.2%	.	.	-5.3%
O=[N+]([O-])c1ccccc1OCC(O)CN1CCN(CC(O)COc2ccccc2[N+](=O)[O-])CC1 (stereo not drawn)	?	-0.3	.	-9.3%	-3.3%	6.9%	-5.3%	-11.0%	-17.9%
O=C(CCC(C(=O)O)N1C(=O)c2ccccc2C1=O)Nc1ccccc1 (stereo not drawn)	i	-1.2	0.0%	7.0%	-21.7%	-0.2%	5.4%	2.7%	7.0%
CCN1C(=O)/C(=C2\C=Cc3cc(C)ccc3N2CC)OC1=S	i	0.4	2.8%	-1.7%	0.7%	-0.4%	-2.4%	-15.4%	18.3%
CCc1ccc(N2CC(C(=O)Nc3nnc(CC)s3)CC2=O)cc1 (stereo not drawn)	i	-0.4	-10.7%	1.1%	3.5%	0.2%	-10.7%	5.1%	1.1%
CCOC(=O)CCCCCC(=O)Nc1ccc2c(c1)C(=O)N([C@@H](C)CO)C[C@@H](C)[C@H](CN(C)S(=O)(=O)c1cccs1)OCCCC[C@H](C)O2	i	-2.6	-7.0%	-0.9%	-5.0%	-0.5%	.	.	-3.0%
COc1ccc(C(NC(=O)C2CCN(CCCc3ccccc3)CC2)c2ccccn2)cc1 (stereo not drawn)	i	1.9	9.3%	5.8%	-4.5%	0.4%	.	.	-1.6%
Cn1c(=O)cc(SCC(=O)NCCc2ccc(Cl)cc2)c2cc(Cl)ccc21	i	.	-8.1%	.	-0.9%	-0.2%	20.2%	-4.4%	-0.6%
CC1=NN(C(=O)c2nn(C)cc2Br)C(O)(C(F)(F)F)C1 (stereo not drawn)	i	-0.4	0.3%	-1.6%	-3.5%	3.7%	2.1%	-3.9%	-2.1%
